Bioassay records: PubChem, several laboratories
ABHD5 PLIN5 PPI: inhibitors of human ABHD5-perilipin-5 interaction | Q00G26+Q8WTS1 | Split G. princeps luciferase complementation, luminescence, 4 h | inhibition, % at 4 µM | 360,000 tested, 0.78% active;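 active = inhibition above the mean inhibition across every tested compound plus 3 SD, cut at about 22% in these data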;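 note: 0% = DMSO only wells and the 100% control is not disclosed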
Target sequence (Q00G26 whole entry, looked up): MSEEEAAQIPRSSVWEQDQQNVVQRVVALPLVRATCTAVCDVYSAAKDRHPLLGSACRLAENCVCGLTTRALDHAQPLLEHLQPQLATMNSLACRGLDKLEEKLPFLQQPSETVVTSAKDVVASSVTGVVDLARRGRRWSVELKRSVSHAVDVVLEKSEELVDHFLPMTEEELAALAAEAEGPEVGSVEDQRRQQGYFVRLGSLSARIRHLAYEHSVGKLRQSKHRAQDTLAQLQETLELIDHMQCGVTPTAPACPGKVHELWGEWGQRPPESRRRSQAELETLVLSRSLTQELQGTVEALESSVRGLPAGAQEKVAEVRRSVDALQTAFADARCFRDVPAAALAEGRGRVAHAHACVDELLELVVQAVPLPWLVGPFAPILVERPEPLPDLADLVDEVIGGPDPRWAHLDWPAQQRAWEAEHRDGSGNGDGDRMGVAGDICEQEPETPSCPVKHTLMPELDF
Target sequence (Q8WTS1 whole entry, looked up): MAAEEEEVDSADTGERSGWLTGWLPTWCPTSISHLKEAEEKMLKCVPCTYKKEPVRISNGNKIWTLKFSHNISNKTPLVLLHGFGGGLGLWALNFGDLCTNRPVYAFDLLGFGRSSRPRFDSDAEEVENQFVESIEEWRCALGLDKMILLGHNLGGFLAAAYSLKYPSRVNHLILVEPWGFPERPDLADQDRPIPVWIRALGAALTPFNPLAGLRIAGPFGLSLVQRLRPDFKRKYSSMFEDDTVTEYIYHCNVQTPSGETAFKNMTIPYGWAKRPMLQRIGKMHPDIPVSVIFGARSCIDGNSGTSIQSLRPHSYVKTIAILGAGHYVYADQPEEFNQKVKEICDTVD
ABCB6 inh 2: inhibitors of human ABC transporter ABCB6 | Q9NP58 | K562-ABCB6 porphyrin accumulation, flow cytometry, 1 h; hits give low values | fluorescence ratio to DMSO, % at 10 µM | 360,000 tested, 0.19% active | AID 602162;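 active = fluorescence ratio to DMSO below 75%, the collection mean minus 3 SD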;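 note: signal is porphyrin accumulated inside mitochondria; 100% equals median channel fluorescence of DMSO control wells; lower ratio means ABCB6 inhibition with less porphyrin fluorescence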
aDG glyco act: increases alpha dystroglycan glycosylation. Pro5-aDG cells, alpha-DG glycosylation AlphaScreen (IIH6); 0% Pro5, 100% B10-LARGE cell signal. activation, % at 10 µM. 360,000 tested, 0.22% active. AID 624168;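 active = activation of at least 8% versus controls, or a plate z-score of at least 8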;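 note: Pro5 are CHO cells carrying HIG-tagged alpha-DG that lacks glycosylation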
MC4R antag cAMP: human MC4R antagonism in cAMP assay; P32245; inhibition, % at 6.5 µM; MC4R-expressing cells, MTII-stimulated cAMP, LANCE TR-FRET; 360,000 tested, 0.48% active;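 active = inhibition above its plate's cutoff, the mean of tested wells on that plate plus 3 SD, cut at about 29% in these data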;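 note: 0% = Melanotan II alone and 100% = Melanotan II plus saturating MCL0020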
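System – human MC4R-expressing U2OS cells · Also added – Melanotan II · Dosing – one concentration, 6.5 µM nominal · Timing – 30-min compound, 1-h challenge, 1-h detection, room temperature · Measured by – Eu-cAMP/anti-cAMP TR-FRET, emission 671 nm · Replicates – singlicate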
MC4R ag barr: agonists of human melanocortin 4 receptor (MC4R) beta-arrestin; P32245; U2OS MC4R beta-arrestin complementation, luminescence; percent of melanotan II response, DMSO zero; activation, % at 8.9 µM; 360,000 tested, 0.98% active; AID 540308;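 active = activation above a per-plate cutoff, the mean activation of sample wells on that plate plus 3 SD, cut at about 8% in these data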
iPSC survival up: enhancers of human iPSC single-cell survival | hiPSC single-cell survival, ATPlite luminescence; 100% = ROCK inhibitor wells, 0% = DMSO | survival enhancement, % at 20 µM | 360,000 tested, 0.044% active; in the data active = survival enhancement above about 18%;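 note: cells exposed to compounds for 16 hours before the ATP read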
HTR2A ag: agonists of mouse serotonin 5-HT2A receptor (HTR2A); activation, % at 7.6 µM; CHO-K1 mHTR2A beta-arrestin complementation, luminescence; percent of 30 µM serotonin response; 360,000 tested, 0.66% active; P35363;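 active = activation above a run cutoff, the mean activation of all tested compounds plus 3 SD, cut at about 14% in these data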;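 note: 0% = plate median of compound wells and 100% = 30 µM serotonin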
Cardio protect: modulators protecting cardiomyocytes from myocardial damage; H9c2 cardiomyocytes, H2O2 injury protection, ATPLite, 2 h; protection from H2O2 cell death, % at 20 µM; 360,000 tested, 0.63% active; AID 588492;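 active = compounds giving at least 50% protection of heart cells from peroxide-induced death in the single-dose screen, raw or plate-pattern-corrected value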;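 note: 0% = DMSO wells with peroxide and 100% = DMSO wells without peroxide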
Granule exo inh: lytic granule exocytosis inhibition. TALL-104 LAMP-1 surface exposure, flow cytometry; cells stimulated with thapsigargin and PMA. 360,000 tested, 0.66% active. inhibition, % at 10 µM;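 active = inhibition above about 55%, limit read from the data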
Glyco luc inh: N-linked glycosylation inhibition; D54 ERlucT glycosylation luciferase reporter, 24 h; percent of 100 nM tunicamycin response; reporter increase, % at 12.5 µM; 360,000 tested, 0.23% active; AID 588692;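 active = mean luciferase reporter signal, scaled so untreated is 0 and the glycosylation-blocking control 100, at or above a set limit in every replicate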;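 note: luciferase carries N-glycosylation sites so blocking glycosylation raises the light; 0% = median of neutral control wells and 100% = median of 100 nM tunicamycin wells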
Active calls of the source: *; / = not tested or not shown.

Second line of a record – ABHD5 PLIN5 PPI | ABCB6 inh 2 | aDG glyco act | MC4R antag cAMP | MC4R ag barr | iPSC survival up | HTR2A ag | Cardio protect | Granule exo inh | Glyco luc inh
COCCN1C(=O)c2ccccc2C1c1nc2ccccc2[nH]1 (stereo not drawn)
    4 | 104 | 0.1 | / | / | 2.9 | 2 | 5 | -2 | -1
O=S(NCc1ccco1)C12CC3CC(CC(C3)C1)C2 (stereo not drawn)
    -2 | 102 | 0.0 | 5 | 0.0 | -2.7 | 3 | -19 | 2 | 1
O=C(/C=C/c1ccc(Br)o1)OCc1nc2ccsc2c(=O)[nH]1
    6 | 98 | 0.2 | 2 | -3.2 | -0.1 | -4 | 1 | 5 | 0
Cc1ccc(-n2c([S-])c(C(=O)NC(C)c3ccccc3)[n+]3ccccc23)cc1 (stereo not drawn)
    2 | 97 | 0.2 | 5 | -2.4 | -0.2 | 5 | 11 | 2 | 1
CCN(CC)C(=O)Cn1cc(SCC(=O)NC2CCCCC2)c2ccccc21
    -4 | 97 | 0.2 | 1 | -1.8 | 0.1 | 0 | -8 | -4 | -5
CCOc1ccc(NC(=O)CN(C)C(=O)C2CCN(C(=O)c3ccc(Cl)cc3)CC2)cc1OCC
    7 | 101 | 0.4 | -2 | 2.5 | -0.4 | 3 | -1 | 0 | 1
COc1ccc(C2/C=C\CN(S(=O)(=O)c3ccc(C)cc3)[C@H](Cc3ccccc3)C(=O)N2Cc2ccc(F)cc2)cc1 (stereo partly drawn)
    4 | 102 | 0.0 | 12 | -0.4 | -2.3 | -1 | -1 | 0 | -11
C/C(=N\NC(N)=S)c1ccc(-n2ccnc2)cc1
    0 | 93 | 0.0 | -5 | -2.2 | 0.5 | 6 | 4 | -2 | 5
CN(Cc1ccco1)C(=O)CN1C(=O)NC(c2ccccc2)(c2ccccc2)C1=O
    12 | 95 | 0.0 | 14 | -5.0 | -0.3 | 2 | -2 | -2 | 2
Cc1ccc(NC(=O)C2CCC(C(C)(C)C)CC2)cc1S(=O)(=O)N1CCOCC1 (stereo not drawn)
    -5 | 93 | 0.3 | 9 | 3.9 | 0.0 | 1 | -9 | 8 | -10
CCOC(=O)c1cc(NC(=O)N2CCCc3ccccc32)c(C)nc1C
    5 | 110 | -0.1 | 2 | 1.3 | 9.5 | -1 | 3 | 0 | 0
CC(=O)c1ccc(OCC(O)COc2ccc(C(C)=O)cc2)cc1
    -8 | 97 | -0.3 | 14 | 0.2 | -1.0 | 0 | 3 | 0 | 2
CCOC(=O)C(C)Sc1nnc2c3ccccc3n(C)c2n1 (stereo not drawn)
    2 | 98 | -0.1 | -4 | -1.5 | -0.7 | 2 | 2 | -2 | 4
O=C(NCc1cc(C(F)(F)F)ccc1F)C1CCC(=O)N(C2CCCCCC2)C1 (stereo not drawn)
    -7 | 91 | 4.4 | -1 | 0.2 | -0.5 | -1 | -2 | 9 | 3
CN(CCO)c1cc(N2CCC3(CC2)OCCO3)c2nonc2c1[N+](=O)[O-]
    -4 | 90 | -0.1 | -4 | -1.4 | 0.2 | -2 | 10 | 2 | 1
COc1ccc(C(=O)N(CN2CCCC2=O)c2ccc(C)cc2)cc1
    -3 | 99 | 0.2 | 2 | -1.1 | 0.3 | 4 | 0 | 22 | -1
CCNc1ccc(S(=O)(=O)N(C)C)cc1NCC(=O)Nc1ccccc1Br
    5 | 114 | -0.2 | 21 | -0.1 | -0.4 | 13 | -1 | 4 | -1
COc1cc(OC)c(C(=O)OC(C)C(=O)Nc2cccc(C(F)(F)F)c2)cc1OC (stereo not drawn)
    -1 | 97 | 0.3 | 12 | 0.6 | 4.6 | -8 | -9 | 1 | 2
C=C(C)CN(CC)Cc1c(C(=O)N(C)CCCC)nc2ccccn12
    -1 | 103 | 0.1 | -4 | 0.9 | 0.3 | -4 | 5 | 0 | -2
Cc1cc2c(Nc3ccccc3)ncnc2s1
    2 | 107 | 0.2 | -9 | 0.3 | -0.5 | 4 | -1 | -3 | -1

Part of the list above, with each value named.
> CCOC(=O)C(C)Sc1nnc2c3ccccc3n(C)c2n1 (stereo not drawn)
  ABHD5 PLIN5 PPI: 2; ABCB6 inh 2: 98; aDG glyco act: -0.1; MC4R antag cAMP: -4; MC4R ag barr: -1.5; iPSC survival up: -0.7; HTR2A ag: 2; Cardio protect: 2; Granule exo inh: -2; Glyco luc inh: 4

> O=C(NCc1cc(C(F)(F)F)ccc1F)C1CCC(=O)N(C2CCCCCC2)C1 (stereo not drawn)
  ABHD5 PLIN5 PPI: -7; ABCB6 inh 2: 91; aDG glyco act: 4.4; MC4R antag cAMP: -1; MC4R ag barr: 0.2; iPSC survival up: -0.5; HTR2A ag: -1; Cardio protect: -2; Granule exo inh: 9; Glyco luc inh: 3

> CN(CCO)c1cc(N2CCC3(CC2)OCCO3)c2nonc2c1[N+](=O)[O-]
  ABHD5 PLIN5 PPI: -4; ABCB6 inh 2: 90; aDG glyco act: -0.1; MC4R antag cAMP: -4; MC4R ag barr: -1.4; iPSC survival up: 0.2; HTR2A ag: -2; Cardio protect: 10; Granule exo inh: 2; Glyco luc inh: 1

Carrying on:
Second line of a record – ABHD5 PLIN5 PPI | ABCB6 inh 2 | aDG glyco act | MC4R antag cAMP | MC4R ag barr | iPSC survival up | HTR2A ag | Cardio protect | Granule exo inh | Glyco luc inh
COc1cccc(O)c1CN1CCC(n2nccc2NC(=O)c2ccc3c(c2)OCO3)CC1
    4 | 99 | 0.0 | 1 | -3.2 | 0.1 | -4 | 4 | -4 | 2
O=C(COC(=O)CSc1ccc(Cl)cc1)Nc1ccccc1
    -8 | 99 | 0.1 | -1 | -1.3 | 0.0 | 3 | 2 | 2 | -1
Nc1c(Br)cc(Br)c(N2CCCC2=O)c1Br
    2 | 95 | 0.1 | 3 | -3.1 | -1.0 | 3 | 4 | 1 | -2
O=C(NC1CCCc2ccccc21)C1CCN(S(=O)(=O)c2ccccc2F)CC1 (stereo not drawn)
    -7 | 101 | 0.2 | 0 | 0.0 | -0.4 | -6 | 0 | -2 | -7
COC(=O)c1ccc(C2/C(=C(\O)c3cccc(OC)c3)C(=O)C(=O)N2CCCN(C)C)cc1 (stereo not drawn)
    -1 | 95 | 0.2 | -1 | -1.5 | -0.6 | 0 | 6 | -6 | 1
Cc1ncc(CN2CCC(N3CCC(C(=O)N4CCCC4)CC3)CC2)s1
    -1 | 102 | -0.2 | 4 | -3.6 | -0.5 | 0 | 5 | -2 | 3
CC1CCCN(C(=O)CNC(=O)Cn2ccc3ccccc3c2=O)C1 (stereo not drawn)
    4 | 92 | 0.1 | 1 | -0.3 | 0.9 | 0 | 3 | -3 | 2
N#Cc1ccc(-c2ccco2)nc1SCc1ccccc1
    4 | 99 | 0.1 | 3 | -2.0 | -1.1 | -2 | -5 | 2 | 3
CCN(CC)S(=O)(=O)c1ccc2c(c1)nc(SCC(=O)N1CCOCC1)n2-c1ccccc1OC
    4 | 92 | -0.3 | 8 | -2.6 | -0.8 | -1 | 1 | 2 | -1
CC(C)NCC#CCOc1ccc(Cl)cc1
    -3 | 95 | 0.0 | 3 | -1.2 | -0.3 | -8 | 2 | 22 | 1

The listing continues:
Molecule,ABHD5 PLIN5 PPI,ABCB6 inh 2,aDG glyco act,MC4R antag cAMP,MC4R ag barr,iPSC survival up,HTR2A ag,Cardio protect,Granule exo inh,Glyco luc inh
COC(=O)CN1C(=O)[C@H]2[C@@H](/C=C/c3ccccc3)N3C(=O)CN(CC4CC4)C(=O)[C@@]3(Cc3ccccc3)[C@H]2C1=O,6,102,0.0,6,-0.5,1.6,3,4,-3,4
CCC(=O)Nc1ccc(C(=O)NNC(=O)c2ccc([N+](=O)[O-])cc2)cc1,-3,97,0.1,3,-1.2,0.2,-3,2,1,-1
Cc1ccc(-c2csc(NC(=O)c3c(C)noc3C)n2)cc1C,-5,99,0.8,7,-0.2,-1.4,9,-22,2,-5
O=C(c1ccc2c(=O)n(Cc3ccco3)c(=S)[nH]c2c1)N1CCN(c2ccccc2)CC1,4,94,-0.2,0,-1.6,1.9,1,6,-3,-2
O=c1oc2ccc(Cl)cc2nc1/C=C(\O)c1cccs1,-4,97,0.2,0,-1.0,-0.1,0,-6,3,-7
O=C(C1CC1)N1CCc2cc(S(=O)(=O)NC3CCN(Cc4ccccc4)CC3)ccc21,-1,102,0.1,-3,3.1,-2.6,-2,-13,-1,-2
CCCCSc1ncc(C(=O)OCC)c(N)n1,-11,91,-0.2,-1,-1.0,-2.7,-4,-20,0,-8
Cc1c(C)c2cc(Cl)c(O)c(CN3CCN(C)CC3)c2oc1=O,-3,99,0.2,16,-1.9,0.0,6,-2,0,1
CC(=O)Nc1ccc(N=Nc2c(C)[nH]n(C(N)=S)c2=O)cc1,-1,95,-0.3,-25,-1.3,-0.9,-2,9,-2,2
O=C1C=C(c2cccc(OCc3ccccc3)c2)C[C@@H](c2ccc3c(c2)OCO3)C1,-8,98,0.3,-3,-0.8,1.8,-3,-6,-3,-3
Cn1c(CCN2CCCCC2)nc2cc([N+](=O)[O-])ccc21,13,100,-0.2,-10,0.3,-1.4,0,10,4,-5
CCOC(=O)C1CCCN(C2CC(=O)N(c3ccc(N4C(=O)CC(N5CCCC(C(=O)OCC)C5)C4=O)cc3)C2=O)C1 (stereo not drawn),0,95,0.1,5,0.1,3.8,-2,4,2,-1
COc1cc(OC)cc(C(=O)NCC(=O)NC(C)CCc2ccccc2)c1 (stereo not drawn),2,85,0.3,6,-0.3,0.1,-11,-4,-29,-1
CCCCOc1ccccc1-c1cc(C(=O)O)[nH]n1,4,86,-0.1,6,-1.1,-5.0,-2,12,0,-1
CCCCn1nc2cc(C(=O)NC3CCc4ccccc43)ccc2c1OCC (stereo not drawn),-4,101,-0.1,10,-2.6,-0.6,-6,-7,-5,1
COc1cccc(N2CCN(C(=O)CCC(=O)c3ccc(Cl)s3)CC2)c1,11,96,0.0,2,-0.5,-0.2,0,9,-2,1
CC(C)(C)c1ccc(C(=O)NNC(=O)c2ccc(Cl)cc2)cc1,-2,99,0.2,4,1.0,-0.8,1,-5,-4,10
C[C@H](N)c1nnc(SCC(=O)c2ccc(Cl)cc2)o1,4,94,-0.3,-3,-1.4,-0.4,3,-2,1,2
